From PubChem
HT1080 IDH1KD tx: kills HT-1080 cells with IDH1 knockdown | Potency, µM (titrated, usually from 46.1 µM), for inactives: at the highest dose activity, negative = toxicity, actives largely listed as cytotoxic | AID 686971 | hit rate 2% among 360,000 | HT-1080 IDH1 knockdown viability, ATP luminescence, 48 h;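 note: 0% = DMSO wells and -100% = cell-free medium wells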
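Cytotoxicity counter-line: IDH1KD HT-1080, 48 h, CellTiter-Glo. Curves classed by r2, magnitude and activity.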
KB-3-1 cytotox: KB-3-1 parental cell cytotoxicity; KB-3-1 viability, CellTiter-Glo ATP luminescence, 72 h; Potency, µM (series often up to 46.1 µM), for the others: at the top dose activity change, negative = cytotoxic, most hits filed as cytotoxic; hit rate 1.4% among 400,000; AID 1347075; note: % is set by controls: 0 for no effect and ±100 for the full control effect; nearly all actives have a fitted effect of over 60% in size
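72 h, 37 °C compound treatment of KB-3-1 parental cells; CellTiter-Glo added, 10 min, luminescence read. Data corrected against DMSO-only plates and normalized before curve fitting.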
HEK293 tox: cytotoxic in the GLP-1 receptor inverse agonist counter-screen; Potency, µM (top dose mostly 38.3 µM), without a hit: top-dose activity change, negative = inhibition, hits mostly inhibitors; HEK293 cAMP-luciferase reporter cells, luminescence, 24 h; AID 624418; hit rate 0.13% among 410,000;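 note: loss of luciferase light is scored as toxicity; % is set by controls: 0 for no effect and ±100 for the full control effect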
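To flag toxic compounds, the library was rerun on cells for 24 hr at 37 deg C and 5% CO2. Viability-linked luminescence was captured 12 min after adding luciferase detection reagent.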
TDP43 rescue: rescues yeast growth from TDP-43 toxicity | hit rate 1.8% among 410,000 | TDP-43 expressing yeast growth rescue, BacTiter-Glo, 24 h | AID 652104 | Potency, µM (titrated, usually from 46.1 µM), for inactives: at the top dose growth rescue (activation), actives largely listed as activators; note: % of control where 0% means no effect; nearly all actives have a fitted effect of over 50% in size
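In this qHTS, compounds that restore growth of yeast expressing TDP-43 appear as activators. Cells (OD600=0.02, galactose medium, raffinose-pregrown) are incubated with compound 24 hr at 30 deg C and growth is quantified by BacTiter-Glo.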
GLP1R ag: activates the human GLP-1 receptor; P43220; HEK293 GLP-1R CRE-luciferase, luminescence, 4-6 h; cells express a hypersensitive GLP-1R form; Potency, µM (series often up to 45.6 µM), for the others: at the top dose activation, usual class: activators; hit rate 0.007% among 380,000; AID 624172; note: % of control where 0% means no effect
Target sequence (P43220 whole entry, looked up): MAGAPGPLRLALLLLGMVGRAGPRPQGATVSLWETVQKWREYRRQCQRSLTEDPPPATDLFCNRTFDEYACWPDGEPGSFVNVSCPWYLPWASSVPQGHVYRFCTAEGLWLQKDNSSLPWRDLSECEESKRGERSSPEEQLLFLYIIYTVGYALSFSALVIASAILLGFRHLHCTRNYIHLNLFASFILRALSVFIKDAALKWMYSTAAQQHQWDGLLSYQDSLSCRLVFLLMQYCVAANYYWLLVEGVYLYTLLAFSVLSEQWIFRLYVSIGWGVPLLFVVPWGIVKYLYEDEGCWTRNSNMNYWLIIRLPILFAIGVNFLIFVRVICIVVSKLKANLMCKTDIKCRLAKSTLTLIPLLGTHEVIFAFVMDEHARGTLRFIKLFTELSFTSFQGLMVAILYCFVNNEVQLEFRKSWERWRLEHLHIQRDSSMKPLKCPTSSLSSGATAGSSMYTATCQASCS
GLP1R inv ag: inverse agonists of human GLP-1 receptor | hit rate 1.6% among 410,000 | HEK293 GLP-1R CRE-luciferase, luminescence, 24 h; GLP-1R form is constitutively active | Potency, µM (titrated, usually from 38.3 µM), for inactives: top-dose activity change, negative = inhibition, actives largely listed as inhibitors | P43220; note: % is set by controls: 0 for no effect and ±100 for the full control effect; nearly all actives have a fitted effect of over 55% in size
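Seeding at 200 cells/uL, 12 h culture, 24 hr compound treatment, then luciferase reagent and a luminescence read; cells are HEK293 stably expressing a constitutively active GLP-1R plus cAMP-responsive luciferase.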
HT1080-NT tox: kills 2HG-producing HT-1080-NT fibrosarcoma cells | HT-1080-NT fibrosarcoma viability, CellTiter-Glo ATP luminescence, 48 h | Potency, µM (top dose mostly 46.1 µM), for inactives: top-dose activity, negative = less viability, usual class: cytotoxic | hit rate 1.6% among 360,000;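 note: NT is the 2HG producing partner of a matched IDH1 knockdown line; 0% = DMSO-treated cells and -100% = media-only wells without cells; nearly all actives have a fitted effect of over 55% in size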
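HT-1080-NT; 750 cells/well; 5% FBS RPMI; 48 h compound, 37 degrees C; CellTiter-Glo luminescence; curve fitting and curve-class assignment.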
KB-V1 MDR tox: KB-V1 MDR subline cytotoxicity; Potency, µM (series often up to 46.1 µM), for the others: at the top dose activity change, negative = cytotoxicity, most hits filed as cytotoxic; AID 1347076; KB-V1 MDR cells viability, CellTiter-Glo, 72 h; hit rate 3.4% among 400,000; note: % is set by controls: 0 for no effect and ±100 for the full control effect; nearly all actives have a fitted effect of over 60% in size
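KB-V1 MDR subline cells in DMEM (phenol-red free, 10% FBS) exposed to compounds in qHTS concentration series for 72 h at 37 degrees C. Viability read by CellTiter-Glo luminescence; concentration-effect curves fitted after normalization and correction.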
SW480 rereplic: DNA re-replication induction in SW480 cells; SW480 DNA re-replication, Hoechst DNA content imaging, 48 h; Potency, µM (titrated, usually from 46.1 µM), without a hit: at the highest dose re-replication activation, actives largely listed as activators; hit rate 1.8% among 340,000; AID 624297; note: % of control where 0% means no effect; nearly all actives have a fitted effect of over 55% in size
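Per well, 250 cells were exposed to pinned compound for 48 hr. Nuclear DNA was visualised with Hoechst (40 min, 37 C) and total object intensity recorded by fluorescence scanning.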
An asterisk follows results filed as active; ? = inconclusive; / = not tested or not shown; & = joins results of further samples; [ ] = another dose, or the depositor's remark. Calls come from the whole dose curve; as a rule, active = well fitted curve in the direction sought with a large enough effect; inconclusive = small, poorly fitted or top-dose-only effect, or another doubt; inactive = no such curve, though single readings can be large; an effect the other way counts as inactive or inconclusive. Potency is the fitted concentration of half-maximal effect.

SMILES | HT1080 IDH1KD tx | KB-3-1 cytotox | HEK293 tox | TDP43 rescue | GLP1R ag | GLP1R inv ag | HT1080-NT tox | KB-V1 MDR tox | SW480 rereplic
COc1ccc(/C=N/Nc2nc3ccccc3[nH]2)c(OC)c1OC | ? | 9% | 7% | 5% | -2% | -20% | 0% | -24% | -125%[inhibitor]
CN1C(=O)C(=O)/C(=C(/O)c2ccc(Br)cc2)C1c1ccc(Cl)cc1 (stereo not given) | -5% | 3% | -6% | -10% | -5% | -24% | -7% | ? | -6%
Cc1ccc(C)c(N2CN(Cc3ccco3)CNC2=S)c1 | 6% | -3% | ? | 13% | -1% | ? | 5% | ? | -24%
COC(=O)/C(=C/Nc1ccccc1)[N+](=O)[O-] | -3% | 4% | 14% | -6% | -5% | 26% | 5% | 11% | 0%
Cc1ccc(N2C(=O)CSC2c2cccnc2)c(Cl)c1 (stereo not given) | ? | ? | -8% | -11% | 7% | -10% | ? | ? | ?
CC(=O)c1c(C)nc2sc3c(=N)n(N)cnc3c2c1-c1ccc(Cl)cc1 | 2% | ? | 67%[activator] | 4% | 6% | 25% | 4% | 18µM* | -71%[inhibitor]
CCc1ccc(C2CC(=O)N(c3ccc(F)cc3)C3=C2C(=O)OC3)cc1 (stereo not given) | 2% | ? | 6% | -6% | -2% | 16% | 5% | ? | -7%
CCn1nc(NC(=O)CC(C)C)c2cc3ccc(C)cc3nc21 | -2% | 2% | 96%[activator] | / | 7% | -8% | -2% | 7% | ?
COc1ccc(-c2csc3ncnc(N4CCN(c5ccccc5OC)CC4)c23)cc1 | -7% | ? | -10% | ? | 13% | 10µM* | -18% | ? | 5%
CCOC(=O)N1CCC(NC(=O)c2cc(S(=O)(=O)NCCc3ccccc3)ccc2F)CC1 | -6% | -10% | -5% | 11% | -4% | -10% | -6% | ? | 5%&6%
CN(C)S(=O)(=O)n1cnc(C(CCO)c2ncn(S(=O)(=O)N(C)C)c2CCCO)c1 (stereo not given) | 17% | 21% | 0% | 24% | -2% | 11% | 8% | 19% | 0%
CCCCN1C(=O)c2cccc3cc(O)cc(c23)C1=O | ? | 7% | 32% | ? | 2% | 13% | ? | ? | 1%[9.22 µM]
CC1(C)CC(=O)C(N=Nc2ccc(S(=O)(=O)N3CCOCC3)cc2)=C(O)C1 | 3% | -2% | -1% | -11% | 5% | 3% | -1% | 11% | 2%
Cc1ccc(C(=O)Nc2sc(C(=O)N(C)C)c(C)c2C#N)cc1 | 12% | 0% | 9% | ? | 1% | 28% | 12% | 4% | 1%
CCCc1[nH]nc2c1C1(C(=O)N(C(C)C)c3ccccc31)C(C#N)=C(N)O2 (stereo not given) | 8% | 0% | 6% | -17% | 13% | 0% | 8% | 10% | 0%
O=C(Nc1ccc(O)c2c(=O)cc(-c3ccccc3Cl)oc12)c1cccs1 | 5% | 15% | 2% | -1% | 6% | 10% | 2% | 0% | 13%
C=CCNCC(=O)Nc1ccccc1SCC(=O)Nc1ccsc1C(=O)OC | -5% | -19% | ? | 4% | 14% | 7% | -25% | ? | -4%
COc1ccc(S(=O)(=O)N2CCN(C(=O)c3cc(C)oc3C)CC2)cc1OC | -1% | -15% | 5% | 8% | -7% | 12% | -3% | -3% | -2%
CC1=CN2C(=N)/C(=C/c3ccco3)C(=O)N=C2S1 | -4% | 16% | -15% | -13% | -6% | 12% | -3% | 13% | -124%[inhibitor]
CCOc1ccc(N/C(SC)=C(/C#N)C(N)=O)cc1 | 1% | 5% | 5% | 23% | 0% | 3% | 6% | -23% | ?
COCCn1c(SCC(=O)Nc2cc(C)on2)nc2c([nH]c3ccccc32)c1=O | 5% | 1% | 2% | 9% | -4% | 7% | -16% | -2% | /
COC(=O)CC(N)c1ccc(OC)c2ccccc12 (stereo not given) | 9% | 4% | 6% | ? | -2% | 1% | 6% | 2% | 4%[9.22 µM]
Cc1ccc(C(=O)Nc2nnc(C3=COCCO3)o2)cc1C | -23% | -1% | ? | -18% | -2% | 13% | -20% | ? | 14%
COc1ccccc1CC1CC(=O)N(c2ccccc2)C1=O (stereo not given) | 12% | 11% | 2% | 17% | 1% | 5% | 10% | -2% | ?
Nc1c(C(=O)Nc2ccc(Cl)cc2)sc2nc(N3CCOCC3)c3c(c12)CCCC3 | -3% | -6% | 6% | 17% | 2% | ? | 1% | 0% | 16%

Complete entries, looked up by structure. Screens in order: HT1080 IDH1KD tx | KB-3-1 cytotox | HEK293 tox | TDP43 rescue | GLP1R ag | GLP1R inv ag | HT1080-NT tox | KB-V1 MDR tox | SW480 rereplic
Cc1ccc(C(=O)Nc2sc(C(=O)N(C)C)c(C)c2C#N)cc1 reads 12% | 0% | 9% | ? | 1% | 28% | 12% | 4% | 1%
CC1(C)CC(=O)C(N=Nc2ccc(S(=O)(=O)N3CCOCC3)cc2)=C(O)C1 reads 3% | -2% | -1% | -11% | 5% | 3% | -1% | 11% | 2%

Returning to the listing with the 6 entries that preceded the break.
SMILES | HT1080 IDH1KD tx | KB-3-1 cytotox | HEK293 tox | TDP43 rescue | GLP1R ag | GLP1R inv ag | HT1080-NT tox | KB-V1 MDR tox | SW480 rereplic
CCOc1ccc(N/C(SC)=C(/C#N)C(N)=O)cc1 | 1% | 5% | 5% | 23% | 0% | 3% | 6% | -23% | ?
COCCn1c(SCC(=O)Nc2cc(C)on2)nc2c([nH]c3ccccc32)c1=O | 5% | 1% | 2% | 9% | -4% | 7% | -16% | -2% | /
COC(=O)CC(N)c1ccc(OC)c2ccccc12 (stereo not given) | 9% | 4% | 6% | ? | -2% | 1% | 6% | 2% | 4%[9.22 µM]
Cc1ccc(C(=O)Nc2nnc(C3=COCCO3)o2)cc1C | -23% | -1% | ? | -18% | -2% | 13% | -20% | ? | 14%
COc1ccccc1CC1CC(=O)N(c2ccccc2)C1=O (stereo not given) | 12% | 11% | 2% | 17% | 1% | 5% | 10% | -2% | ?
Nc1c(C(=O)Nc2ccc(Cl)cc2)sc2nc(N3CCOCC3)c3c(c12)CCCC3 | -3% | -6% | 6% | 17% | 2% | ? | 1% | 0% | 16%
Cc1cc(SC(C)C(=O)NCC(=O)Nc2ccc(F)c(F)c2F)nc2ccccc12 (stereo not given) | 0% | -6% | 5% | 2% | 7% | -12% | 2% | -15% | -4%
C[C@@H]1CCCCO[C@@H](CN(C)Cc2ccc3c(c2)OCO3)[C@@H](C)CN([C@H](C)CO)C(=O)c2cc(N(C)C)ccc2O1 | 0% | 4% | -27% | 23% | 4% | -12% | 2% | 14% | /
Cc1ccc(OCCNC(=O)c2cccc(S(=O)(=O)N3CCN(C)CC3)c2)cc1 | 0% | -9% | 10% | 7% | 22% | -21% | -4% | -5% | -1%
O=C(O)CCC(=O)NNC(=O)c1ccc(Br)cc1 | 11% | 3% | 9% | 17% | -4% | 15% | 17% | -9% | -3%
CCN(CCn1cccn1)C(=O)CCc1nnc(C2(c3ccc(Cl)cc3)CCC2)o1 | -5% | -4% | 21% | 7% | 0% | 2% | 0% | 11% | -3%
CCCCC1(C)NC(=O)N(CC(=O)Nc2ccc(S(=O)(=O)N3CCOCC3)cc2)C1=O (stereo not given) | 13% | -2% | -10% | -8% | 0% | 0% | 14% | 13% | -20%
O=C(Nc1cccc([N+](=O)[O-])c1)c1ccccc1 | 10% | -8% | -12% | 4% | 2% | 7% | -2% | 0% | -3%
CC(C)Cn1c(-c2cc(Br)ccc2F)nc2c1c(=O)[nH]c(=O)n2CC(C)C | ? | -2% | -6% | 2% | 27% | ? | ? | ? | ?
Cc1sc2ncn(CC(=O)N3CCCC(C)C3)c(=O)c2c1S(=O)(=O)N1CCCCC1 (stereo not given) | 0% | 1% | 10% | -17% | 7% | -10% | 2% | 0% | -1%
CN1C/C(=C/c2cccs2)C(=O)/C(=C\c2cccs2)C1 | -6% | -13% | -26% | -7% | 12% | ? | -9% | 3% | ?
Cc1ccn2cc(C(=O)N3CCCC(Nc4ccc(F)cc4)C3)nc2c1 (stereo not given) | -7% | / | 17% | 2% | -6% | -9% | 1% | / | -4%
Cc1ccsc1C(=O)N1CCCCCC1(C)C(=O)NCC(C)C (stereo not given) | 1% | 0% | 1% | -13% | 5% | 16% | 12% | -7% | /
COc1ccc(Br)cc1CN1CCCCCC1 | 2% | 15% | 0% | -14% | 2% | 18% | 20% | -29% | -4%
Cc1nc(-c2ccccc2)sc1CCNS(=O)(=O)c1ccc(Br)cc1 | / | ? | 22% | ? | 17% | ? | / | 21µM* | /
C=CCOc1ccc(/C=N/NC(=O)CN2CCOCC2)cc1OCC | 13% | 0% | -14% | -10% | 9% | 4% | 17% | 24% | -18%
COc1ccccc1OCC(=O)N1CCCCCCC1 | 18% | -2% | -16% | 16% | -1% | 14% | 18% | ? | -3%
O=C(CSc1nnnn1Cc1ccccc1)Nc1cccc(F)c1 | -9% | 1% | 9% | -4% | 13% | ? | 1% | -12% | -8%
